# mIAP activ: mouse IAP activation. activation factor at 10 µM. 330,000 compounds, 0.24% hits. muIAP, CDP-Star luminescence, 30 min; stronger effect = higher value; 1 = vehicle-only enzyme signal, 0 = enzyme-free wells;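 active means activation factor of at least 2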; further: the source names both 10 and 20 µM as test concentration; values of inactives mirror those of a sister screen read the other way
#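 also added = chemiluminescent substrate CDP-Star | test system = mouse IAP enzyme | signal = chemiluminescence readout | compound = DMSO-dissolved test compounds | incubation = 30 min at room temperature | benchmarks = DMSO wells, no-enzyme wells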
# TIM10 inh: TIM10 yeast growth inhibition; S. cerevisiae TIM10 strain growth, BacTiter-Glo luminescence, 24 h; inhibition, % at 10 µM; 330,000 compounds, 1.4% hits; AID 463195;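 active means inhibition of 40% or more at the single tested concentration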;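 further: wild-type TIM10 isogenic control strain grown at permissive 25 °C; 0% = DMSO yeast wells and 100% = minimal medium wells without yeast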
# hIAP act: increases human intestinal alkaline phosphatase activity; P09923; purified human IAP, CDP-Star luminescence, 30 min; stronger effect = higher value; 1 = vehicle-only enzyme, 0 = enzyme-free background; activation factor at 10 µM; 330,000 compounds, 0.16% hits; AID 2524;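 active means activation factor of the enzyme at least 2-fold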; further: the source names both 10 and 20 µM as test concentration; values of inactives mirror those of a sister screen read the other way
# Target sequence (P09923 whole entry, looked up): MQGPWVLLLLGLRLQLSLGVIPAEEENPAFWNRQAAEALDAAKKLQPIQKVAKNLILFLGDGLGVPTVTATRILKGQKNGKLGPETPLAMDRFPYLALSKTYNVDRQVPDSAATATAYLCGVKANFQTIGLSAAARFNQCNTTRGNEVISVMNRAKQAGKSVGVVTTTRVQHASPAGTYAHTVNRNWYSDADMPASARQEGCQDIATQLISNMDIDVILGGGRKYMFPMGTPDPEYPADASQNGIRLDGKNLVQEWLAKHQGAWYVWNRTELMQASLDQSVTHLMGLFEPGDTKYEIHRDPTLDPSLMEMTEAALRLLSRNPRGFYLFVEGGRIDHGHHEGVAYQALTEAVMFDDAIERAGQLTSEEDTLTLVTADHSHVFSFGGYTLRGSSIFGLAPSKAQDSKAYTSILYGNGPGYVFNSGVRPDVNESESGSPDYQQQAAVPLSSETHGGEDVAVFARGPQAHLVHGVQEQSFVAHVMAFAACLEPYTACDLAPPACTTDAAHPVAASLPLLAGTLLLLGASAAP
# tim10-1 inh: inhibits growth of tim10-1 mutant yeast. S. cerevisiae tim10-1 ts strain growth, BacTiter-Glo, 24 h. inhibition, % at 20 µM. 330,000 compounds, 2.2% hits;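 active means inhibition of at least 40%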;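 further: mutant grown at 25 °C; 0% = DMSO wells with yeast and 100% = wells holding no yeast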
# hIAP block: human IAP inhibition; P09923; purified IAP, CDP-Star luminescence, 30 min; inhibition, % at 10 µM; 330,000 compounds, 0.12% hits;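 active means inhibition reaching a set limit with compound at 10 µM in the primary screen, cut at about 35% in these data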;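 further: plate controls were DMSO wells with enzyme for no effect and no-enzyme buffer wells for full effect; values of inactives mirror those of a sister screen read the other way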
# mIAP block: blocks mouse intestinal alkaline phosphatase; inhibition, % at 10 µM; purified mouse IAP, CDP-Star luminescence, 30 min; 330,000 compounds, 0.2% hits;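 active means inhibition of at least 40% at 10 µM in the primary screen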;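 further: plate controls were DMSO with enzyme for no effect and no enzyme wells for full effect; values of inactives mirror those of a sister screen read the other way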
# ATG4B inh: ATG4B (human) cysteine protease inhibition | Q9Y4P1 | ATG4B cleavage of LC3-PLA2, NBD-HPC fluorescence, 1 h | inhibition, % at 8.33 µM | 340,000 compounds, 0.51% hits | AID 504462; in the data active means inhibition above about 40%
# Target sequence (Q9Y4P1 whole entry, looked up): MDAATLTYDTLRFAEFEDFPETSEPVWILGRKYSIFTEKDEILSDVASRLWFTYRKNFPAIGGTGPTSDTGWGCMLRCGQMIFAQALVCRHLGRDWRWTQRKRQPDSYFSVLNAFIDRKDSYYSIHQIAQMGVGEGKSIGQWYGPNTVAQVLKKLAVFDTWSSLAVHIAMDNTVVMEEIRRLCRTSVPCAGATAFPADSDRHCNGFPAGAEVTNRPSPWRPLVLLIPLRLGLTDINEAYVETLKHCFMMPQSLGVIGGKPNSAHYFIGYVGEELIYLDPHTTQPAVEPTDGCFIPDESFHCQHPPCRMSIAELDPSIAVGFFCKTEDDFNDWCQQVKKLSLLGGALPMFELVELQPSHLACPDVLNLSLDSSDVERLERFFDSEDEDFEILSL
# Apaf-1 inh: human Apaf-1 inhibition. inhibition, % at 20 µM. 330,000 compounds, 0.71% hits. reconstituted apoptosome caspase-3 activity, DEVD-Rh110 fluorescence. O14727; active means inhibition of at least 40% at 20 µM;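 further: plate controls were DMSO wells for no effect and DEVD-CHO caspase inhibitor wells for full effect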
#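 detection = Rh110 fluorescence intensity | test system = biochemical Apaf-1 apoptosome reconstitution | also added = cytochrome c and DEVD-Rh110 substrate | schedule = 30 min plus 50 min, RT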
# NLRP3 yeast inh: inhibitors of NALP3 inflammasome in yeast; Yeast reconstituted NLRP3/ASC/caspase-1, beta-gal luminescence, 24 h; inhibition, % at 10 µM; 330,000 compounds, 0.39% hits; AID 2825;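 active means inhibition of 50% or more; inactive means inhibition below 50%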;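 further: plate controls were induced DMSO wells for no effect and uninduced yeast grown without galactose for full effect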
# * hit, by the source's call. This is a random part of the collection; about 4.5% have a hit in one of these screens.
1: COc1cc(C(=S)N2CCN(c3cccc(Cl)c3)CC2)ccc1O
2: CN(NC(=O)C1CC(=O)N(c2ccccc2)C1)C1=NS(=O)(=O)c2ccccc21 (centres undefined)
3: COCC(C)N1CCC(Oc2cccc(C(=O)NCCc3ccccc3)c2)CC1 (centres undefined)
4: O=C1NC(NS(=O)(=O)c2ccccc2)(C(F)(F)F)C(=O)N1c1cccc(Cl)c1 (centres undefined)
5: N#CCCN(C(=S)Nc1ccc(S(=O)(=O)N2CCOCC2)cc1)c1ccccc1F
6: Cc1ccc(OC(=O)c2cc3ccccc3o2)cc1

screen / no. | 1 | 2 | 3 | 4 | 5 | 6
mIAP block | 13 | -12 | -1 | -10 | 2 | -5
ATG4B inh | -1 | 3 | 25 | -2 | -5 | 10
Apaf-1 inh | 14 | -5 | 8 | 10 | 10 | 9
NLRP3 yeast inh | -27 | 15 | 8 | -6 | 0 | 22
tim10-1 inh | 24 | 4 | 4 | -2 | 9 | 9
TIM10 inh | 41* | -6 | -5 | -4 | 0 | 2
mIAP activ | 0.87 | 1.1 | 1 | 1.1 | 0.98 | 1
hIAP act | 0.97 | 1.1 | 1.3 | 1.1 | 1.1 | 0.93
hIAP block | 3 | -6 | -30 | -6 | -13 | 7

7: C=CCN(CC=C)C(=O)c1ccc2nc(Cc3ccc(OC)c(OC)c3)oc2c1
8: Cc1cc(Cl)ccc1NC(=O)NC1CCN(S(=O)(=O)c2ccc(F)cc2)CC1
9: CN1CCc2c(sc(/N=C/c3c[nH]c4ccccc34)c2C#N)C1
10: COc1ccc(C)cc1Nc1ccc(C(=O)O)cc1[N+](=O)[O-]
11: O=C(O)c1cc(NS(=O)(=O)c2cccs2)cc(NS(=O)(=O)c2cccs2)c1
12: CC(NC(=O)COC(=O)c1ccc(CO)cc1)C1CC2CCC1C2 (centres undefined)

screen / no. | 7 | 8 | 9 | 10 | 11 | 12
mIAP block | -7 | -67 | 18 | 10 | 0 | -2
ATG4B inh | -7 | -16 | -15 | -1 | -4 | -1
Apaf-1 inh | -30 | 12 | -9 | 0 | -10 | 1
NLRP3 yeast inh | 20 | 12 | 21 | 0 | 8 | 1
tim10-1 inh | -1 | 8 | 13 | 18 | 3 | 21
TIM10 inh | 12 | 20 | 18 | 4 | 7 | -1
mIAP activ | 1.1 | 1.7 | 0.82 | 0.9 | 1 | 1
hIAP act | 1.2 | 1.1 | 1.3 | 0.92 | 0.99 | 0.81
hIAP block | -16 | -12 | -28 | 8 | 1 | 18

13: COc1ccccc1NC(=O)c1sc2ncn(Cc3cccc4ccccc34)c(=O)c2c1C
14: O=c1[nH]c2cc3c(cc2cc1CN(CCN1CCOCC1)C(=S)NCC1CCCO1)OCO3 (centres undefined)
15: Cc1ccc(NC(=O)COc2cccc3ccccc23)c(O)c1
16: O=C(CSc1n[nH]c(=O)[nH]c1=O)Nc1cccc(S(=O)(=O)N2CCOCC2)c1
17: CCOC(=O)c1c(C)nn(-c2ccc(NC(=O)/C=C/C(=O)O)cc2)c1C
18: CCc1ccc(/C(C)=N/NC(=O)CNC(=O)/C=C/c2ccco2)cc1

screen / no. | 13 | 14 | 15 | 16 | 17 | 18
mIAP block | 13 | 10 | -4 | -2 | 4 | -4
ATG4B inh | 7 | 2 | -7 | -5 | -6 | -6
Apaf-1 inh | 2 | 1 | -12 | 12 | -12 | 7
NLRP3 yeast inh | -7 | 7 | 27 | 25 | 3 | -3
tim10-1 inh | 9 | 5 | -10 | 8 | 12 | 7
TIM10 inh | 23 | 14 | -5 | 5 | 11 | 13
mIAP activ | 0.87 | 0.91 | 1 | 1 | 0.96 | 1
hIAP act | 0.96 | 0.96 | 1.1 | 0.95 | 1 | 1
hIAP block | 4 | 4 | -11 | 5 | -4 | -1

19: Nc1nnc(/C=C/c2cccc([N+](=O)[O-])c2)s1
20: CC(C)(C)C1CCC(=NOC(=O)c2ccc(F)cc2)CC1 (centres undefined)
21: Cc1cc2c(c(Sc3ccccc3)n1)C(=O)OC2
22: COc1ccc(CCNC(=O)C2CC3Cn4c(nc5ccccc54)C3N2Cc2ccccc2)cc1 (centres undefined)
23: Cc1ccc(NC(=S)N2CCCC(c3nc4ccc(C)cc4[nH]3)C2)c(C)c1 (centres undefined)
24: O=C(O)CCNc1ccc(Cl)cc1

screen / no. | 19 | 20 | 21 | 22 | 23 | 24
mIAP block | 9 | 15 | 3 | -11 | -26 | 2
ATG4B inh | 1 | -12 | -10 | -12 | -4 | -7
Apaf-1 inh | 1 | 11 | 7 | 8 | 7 | -20
NLRP3 yeast inh | 25 | 59* | 5 | 14 | 14 | 5
tim10-1 inh | 33 | 45* | 14 | 23 | 11 | -2
TIM10 inh | 27 | 85* | 12 | 15 | 3 | -2
mIAP activ | 0.91 | 0.85 | 0.97 | 1.1 | 1.3 | 0.98
hIAP act | 1.1 | 1 | 0.86 | 0.86 | 1.1 | 0.94
hIAP block | -11 | -2 | 14 | 14 | -10 | 6

# 2 entries drawn at random from the list so far, as already listed:
5: N#CCCN(C(=S)Nc1ccc(S(=O)(=O)N2CCOCC2)cc1)c1ccccc1F
23: Cc1ccc(NC(=S)N2CCCC(c3nc4ccc(C)cc4[nH]3)C2)c(C)c1 (centres undefined)

screen / no. | 5 | 23
mIAP block | 2 | -26
ATG4B inh | -5 | -4
Apaf-1 inh | 10 | 7
NLRP3 yeast inh | 0 | 14
tim10-1 inh | 9 | 11
TIM10 inh | 0 | 3
mIAP activ | 0.98 | 1.3
hIAP act | 1.1 | 1.1
hIAP block | -13 | -10

# Next part.
25: CN(C)C(=S)N=Nc1[nH]c2ccccc2c1O
26: CCOC(=O)c1c(-c2ccc(C)o2)csc1NC(=O)CN1CCC(C(N)=O)CC1
27: Cc1cc(OCC(=O)N(C)Cc2ccccc2)ccc1Cl
28: O=C1/C(=C\c2ccccc2)CCc2c1[nH]c1ccccc21
29: CCc1ccccc1NC(=O)N1CCC(NC(=O)C(Cc2ccccc2)NC(C)=O)CC1 (centres undefined)
30: COc1ccccc1N(CC(=O)Nc1ccc(C(F)(F)F)cc1)S(C)(=O)=O

screen / no. | 25 | 26 | 27 | 28 | 29 | 30
mIAP block | 0 | -4 | 3 | 12 | -7 | -13
ATG4B inh | 0 | -11 | 6 | 9 | -1 | -12
Apaf-1 inh | -7 | 20 | 7 | -2 | 6 | 17
NLRP3 yeast inh | 6 | 14 | 45 | 27 | 12 | 8
tim10-1 inh | 11 | 1 | 12 | 7 | -3 | 23
TIM10 inh | 30 | 8 | 7 | 14 | -1 | -6
mIAP activ | 1 | 1 | 0.97 | 0.88 | 1.1 | 1.1
hIAP act | 1 | 1.3 | 0.89 | 0.88 | 1 | 1
hIAP block | 0 | -26 | 11 | 12 | -1 | -1

31: CCOC(=O)c1ccc2c(c1)C(=O)N(C1CCCCC1)C2=O
32: O=C1NCCn2nc3ccccc3c21
33: COc1ccc(-c2[nH]ncc2CN2CCC(OCc3cccnc3)CC2)c(F)c1
34: Cc1ccccc1C(=O)Nc1ccccc1-n1cccc1
35: O=C1OC(N2CCN(Cc3ccccc3)CC2)c2ccccc21 (centres undefined)
36: CC(=O)c1cccc(NC(=S)NC(=O)c2ccc(Cl)cc2)c1

screen / no. | 31 | 32 | 33 | 34 | 35 | 36
mIAP block | 5 | -2 | 2 | -3 | -2 | 4
ATG4B inh | -4 | -10 | 10 | 20 | -3 | -4
Apaf-1 inh | -9 | 1 | -6 | -27 | 2 | 0
NLRP3 yeast inh | 23 | 7 | -8 | 13 | 11 | 7
tim10-1 inh | -8 | -12 | 0 | 2 | 20 | 15
TIM10 inh | -10 | -8 | -3 | 6 | 12 | 7
mIAP activ | 0.95 | 1 | 0.98 | 1 | 1 | 0.96
hIAP act | 0.91 | 0.98 | 0.93 | 1.1 | 1 | 0.99
hIAP block | 9 | 2 | 7 | -9 | -2 | 1

# Part of the list above, reformatted.
24) O=C(O)CCNc1ccc(Cl)cc1
  mIAP block = 2	ATG4B inh = -7	Apaf-1 inh = -20	NLRP3 yeast inh = 5	tim10-1 inh = -2	TIM10 inh = -2	mIAP activ = 0.98	hIAP act = 0.94	hIAP block = 6
25) CN(C)C(=S)N=Nc1[nH]c2ccccc2c1O
  mIAP block = 0	ATG4B inh = 0	Apaf-1 inh = -7	NLRP3 yeast inh = 6	tim10-1 inh = 11	TIM10 inh = 30	mIAP activ = 1	hIAP act = 1	hIAP block = 0

# Later entries
37: Cc1cccc(NC(=O)/C=C/c2ccc3c(c2)OCO3)n1
38: COc1ccc(NC(=O)CN(C)C(=O)C23CC4CC(CC(C4)C2)C3)cc1
39: COCCn1c(=NC(=O)CCS(=O)(=O)c2ccccc2)sc2c(OC)ccc(OC)c21
40: COc1ccc(C)cc1NC(=O)CC1COc2ccccc2O1 (centres undefined)
41: N#C/C(=C\c1ccc(F)cc1)c1nc(-c2ccco2)cs1
42: COc1ccc(Nc2cc(C)c3cc([N+](=O)[O-])ccc3n2)cc1

screen / no. | 37 | 38 | 39 | 40 | 41 | 42
mIAP block | -17 | 7 | 1 | 1 | -9 | 7
ATG4B inh | -1 | -7 | 2 | -5 | 11 | 0
Apaf-1 inh | 8 | -5 | 5 | 6 | 5 | 24
NLRP3 yeast inh | 5 | 15 | 13 | 11 | 19 | 32
tim10-1 inh | 14 | 25 | 15 | 28 | 14 | 53*
TIM10 inh | 15 | 10 | 19 | 19 | -5 | 37
mIAP activ | 1.2 | 0.93 | 0.99 | 0.99 | 1.1 | 0.93
hIAP act | 1.1 | 1.2 | 1.2 | 1 | 0.96 | 0.87
hIAP block | -6 | -18 | -16 | 0 | 4 | 13

43: Cc1sc2ncnc(Sc3ccccc3C(=O)Nc3ccccc3Cl)c2c1C
44: O=C(O)C(c1ccccc1)N1C(=O)c2cccc3cccc(c23)C1=O (centres undefined)
45: O=C(Nc1cc2c(cc1Cl)OCCO2)c1ccco1
46: Cc1oc2nc(SCC(=O)NCc3cccnc3)nc(N)c2c1C
47: Nc1ncc(Br)cc1S(=O)(=O)NCCC(=O)NCCc1ccccc1
48: Cc1noc(C)c1/C=N/Nc1ccccn1
49: COc1cccc(/C=C2\SC(=O)NC2=O)c1OCc1ccc(C(=O)O)cc1

screen / no. | 43 | 44 | 45 | 46 | 47 | 48 | 49
mIAP block | 7 | 0 | -1 | 4 | 2 | 0 | 8
ATG4B inh | 2 | -3 | -3 | -4 | -5 | 1 | 13
Apaf-1 inh | 13 | -13 | -13 | -9 | -7 | -20 | 11
NLRP3 yeast inh | -1 | 5 | 21 | 4 | 1 | 23 | 4
tim10-1 inh | 43* | -20 | 12 | -2 | -7 | 6 | 12
TIM10 inh | 17 | 4 | 9 | 2 | 7 | 6 | 2
mIAP activ | 0.93 | 1 | 1 | 0.96 | 0.98 | 1 | 0.92
hIAP act | 1.1 | 0.91 | 0.92 | 0.89 | 1.1 | 0.89 | 0.93
hIAP block | -12 | 10 | 8 | 11 | -12 | 11 | 7
